Compound activity: PubChem BioAssay, several laboratories
Cl transport mod – modulators of human KCC2 chloride dependent transport; Q9H2X9; KCC2 cells, thallium flux FluoZin-2 fluorescence; B-score of Tl+ flux slope (higher = more flux/activation; lower = inhibition) at 10 µM; 2.2% of 190,000 active;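 active = thallium flux slope and its plate-corrected score both differing from the plate sample mean at a set confidence after two filtering rounds, in either direction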;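 also: slope of fluorescence scaled to starting intensity during 10 to 20 s after thallium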
Tb hexokinase – blocks Trypanosoma brucei hexokinase 1 activity; 0.11% of 220,000 active; inhibition, % at 10 µM; recombinant TbHK1, G6PDH-coupled NADH A340;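 active = inhibition of 50% or more in the single-dose primary screen; inactive = inhibition below 50%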
PPC-1+TRAIL kill – kills PPC-1 cancer cells in the presence of TRAIL; 0.41% of 220,000 active; PPC-1 cells + TRAIL, ATPLite viability luminescence; cell killing (% activity), % at 4 µM; AID 1443;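 active = cell killing above 50% in the first pass at 4 µM, then a duplicate retest at 5 µM averaging 50% or more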;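 also: plate controls were cells with TRAIL plus DMSO for no effect and medium-only wells lacking cells for full effect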
thrombin 1536 – blocks human thrombin protease activity; 0.26% of 220,000 active; inhibition, % at 5 µM; P00734; AID 1046; alpha-thrombin, Boc-VPR-AMC fluorogenic substrate cleavage;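 active = inhibition at or above 40%; inactive = inhibition below 40%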;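 also: 0% = enzyme with no compound and 100% = wells without enzyme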
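System: human alpha-thrombin protein; Compound dosing: one concentration per compound, 5 µM, with 0.2% DMSO; Timing: reaction at room temperature; Technique: AMC fluorescence, 355/460 nm; Controls: enzyme without compound as high, wells lacking enzyme as low.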
TRPML3 agonist – activates the human TRPML3 channel | Q8TDD5 | HEK293 TRPML3-YFP, Fluo-8 calcium fluorescence; 100% = the carbachol control signal | activation, % at 3 µM | 0.29% of 220,000 active;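 active = activation above its plate's cutoff, the mean activation of the plate's test wells plus 3 SD, cut at about 12% in these data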;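 also: 0% = DMSO only wells and 100% = carbachol wells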
Target sequence (Q8TDD5 whole entry, looked up): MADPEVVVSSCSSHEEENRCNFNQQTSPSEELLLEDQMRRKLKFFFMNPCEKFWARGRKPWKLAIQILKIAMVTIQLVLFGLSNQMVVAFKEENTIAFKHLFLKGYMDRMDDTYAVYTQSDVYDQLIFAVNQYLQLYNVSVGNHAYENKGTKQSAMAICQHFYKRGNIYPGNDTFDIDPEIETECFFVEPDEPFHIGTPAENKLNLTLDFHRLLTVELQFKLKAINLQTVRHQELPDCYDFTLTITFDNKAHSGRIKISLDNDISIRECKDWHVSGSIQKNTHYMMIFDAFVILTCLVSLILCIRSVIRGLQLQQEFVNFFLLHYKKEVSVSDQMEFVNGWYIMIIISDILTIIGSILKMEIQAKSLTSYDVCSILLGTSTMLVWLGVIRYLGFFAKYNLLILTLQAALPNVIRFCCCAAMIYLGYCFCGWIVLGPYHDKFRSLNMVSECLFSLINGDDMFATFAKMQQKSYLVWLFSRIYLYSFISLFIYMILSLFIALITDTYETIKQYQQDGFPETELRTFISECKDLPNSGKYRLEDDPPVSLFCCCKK
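Test system: TRPML3-YFP stable HEK293 cells. Doses: single point at 3 µM. Incubation: dye loading 1 h 37 °C then 30 min ambient, 125 s read. Signal: Fluo-8 calcium dye fluorescence, ex 470-495, em 515-575 nm. Measure: percent activation from peak-to-basal fluorescence ratio, scaled between DMSO and carbachol.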
Calpain2 inh – inhibitors of pig calpain II; purified calpain II, fluorogenic peptide substrate, 30 min; inhibition, % at 16 µM; 0.37% of 220,000 active; AID 1236;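 active = inhibition above about 50%, limit read from the data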
EBV gp42 block – EBV gp42 inhibition. Q1HVG2. Fluorescence polarization binding assay, mP read-out. inhibition, % (tested at 21.74 µM). 0.42% of 220,000 active. AID 1085; in the data active = inhibition above about 50%
Target sequence (Q1HVG2 whole entry, looked up): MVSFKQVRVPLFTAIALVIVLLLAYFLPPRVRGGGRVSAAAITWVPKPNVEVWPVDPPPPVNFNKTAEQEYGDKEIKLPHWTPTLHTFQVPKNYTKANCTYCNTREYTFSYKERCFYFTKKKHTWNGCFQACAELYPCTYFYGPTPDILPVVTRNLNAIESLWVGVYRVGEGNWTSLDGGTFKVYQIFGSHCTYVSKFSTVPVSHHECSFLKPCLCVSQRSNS
zfTRPN1 agonist – zebrafish TRPN1 (NompC) channel agonism; 0.18% of 220,000 active; HEK293 zebrafish TRPN1-YFP, Fluo-8 calcium fluorescence; 100% = response to 87 µM carbachol; activation, % at 3 µM; AID 1424;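 active = activation above its plate's cutoff, the mean activation of test wells on that plate plus 3 SD, cut at about 19% in these data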;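 also: 0% = DMSO alone and 100% = 87 µM carbachol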
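System: zebrafish TRPN1-YFP in HEK293 cells / Dosing: 3 µM single point / Timing: dye loading 1 h at 37 °C, then 30 min room temperature / Signal: Fluo-8 calcium fluorescence, excitation 470-495 nm, emission 515-575 nm / Read-out basis: percent activation from peak over basal fluorescence ratio, control-normalized / Control set: high carbachol 87 µM, low DMSO alone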
Furin inhibitor – blocks human furin protease activity; inhibition, % at 30 µM; purified furin, fluorogenic substrate cleavage; 0.061% of 220,000 active; P09958; in the data active = inhibition above about 25%; also: inactives centre near -15
Numbers without * were called inactive; i = inactive; nt = not tested or not shown; [ ] = dose if it differs, or a comment.

The line under a structure holds: Cl transport mod, Tb hexokinase, PPC-1+TRAIL kill, thrombin 1536, TRPML3 agonist, Calpain2 inh, EBV gp42 block, zfTRPN1 agonist, Furin inhibitor
COC(=O)Cn1c(C)c(C#N)c2ccccc21
  -0.94, 1, 14, -6, 0.6, -23, -14, -1.2, -18[20 µM]
Cc1ccc(OC(=O)Nc2ccccc2)cc1
  -0.038, 5, 22, 1, -0.1, -15, 0, 1.3, -26
C=CCNc1nc(Nc2ccc(OC)cc2)nc(OCC)n1
  nt, -3, 4, 2, -0.8, 23, 9, -2.1, -20[20 µM]
CS(=O)(=O)N(CC(=O)NCCC1=CCCCC1)C1CCCCC1
  0.61, 0, 0, -4, 0.2, -4, -8, 0.6, -19[20 µM]
CCCSc1nsc(N)n1
  0.81, 0, 24, 2, 1.1, -3, -14, 0.5, -17[20 µM]
Cc1nn(Cc2n[nH]c(=S)n2Cc2ccccc2)c(C)c1Cl
  0.0033, 2, 32, 0, -0.9, 0, -15, -0.6, 19[20 µM]
CCc1ccccc1NC(=S)N(CCCN1CCOCC1)Cc1cccs1
  0.039, 3, -8, -3, 1.1, -10, 7, 1.3, -5
Cc1cc(C)nc(SCc2ccc(C(=O)N/N=C/c3ccncc3)cc2)n1
  0.32, -3, 15, 2, 0.8, -28, 5, 0.8, -3
CC(CC(=O)N1CCc2ccccc21)c1ccccc1 (centres undefined)
  -2.5, -2, 5, 2, 0.0, -12, -9, -0.5, -12[20 µM]
CCC(=O)n1nc(-c2ccccc2)nc1SCC(=O)Nc1ccc(C)cc1
  1.2, 1, 19, 52*, -0.6, 1, -16, -0.1, -14[20 µM]
NC(=O)CCC(NS(=O)(=O)c1ccc(Cl)cc1)C(=O)NCc1ccccc1Cl (centres undefined)
  0.3, 8, 11, -5, 0.2, -28, -13, -2.2, -7
COCCn1cnc2c1c(=O)n(CC(=O)Nc1cc(C)on1)c(=O)n2Cc1ccccc1
  0.079, -2, -4, -21, 0.2, -6, -21, -0.7, 13[20 µM]
COc1cc(/C=C2\SC(=O)N(CCN)C2=O)ccc1OS(=O)(=O)c1cc(C)ccc1C
  0.55, -7, 3, -6, -0.3, -34, -8, -0.9, -2
COc1ccc(Cl)cc1NC(=O)CN1CCCCCC1
  -0.7, 15, 25, nt, -0.8, 23, 1, -1.6, -1
CC(=O)Nc1ccc(OCC(=O)N(CC(C)C)C2CCS(=O)(=O)C2)cc1 (centres undefined)
  0.53, -3, 1, -18, 0.2, 8, -1, -1.2, -14
COc1ccc(/C=C/C(=O)O/N=C(\N)c2cccnc2)cc1OC
  -0.37, -44, 6, 1, 0.3, 1, -16, -0.6, -1
CN(C)/C=C/c1c(C#N)c(=O)ncn1Cc1ccccc1
  -0.26, -19, 22, 1, -0.6, 34, -7, 0.3, -5[20 µM]
CCC(C)(C)C1CCc2nc3ccccc3c(C(=O)OC(C)C(=O)Nc3c(C)n(C)n(-c4ccccc4)c3=O)c2C1 (centres undefined)
  -0.55, 23, 2, 2, 0.0, -55, 5, -1.0, -12
CCOC(=O)c1c(C)n(C)c2ccc(O)c(CN3CCN(C)CC3)c12
  nt, -7, 17, -11, -0.6, 18, -9, -0.2, -25
COc1ccccc1C(C#N)N1N=C(C)CC1(C)C (centres undefined)
  0.14, -5, 14, 4, 1.2, 1, -13, 0.6, -18
CCCc1noc2c1/C(=N\O)CCC2
  -0.26, 5, 10, 4, 0.8, -21, -6, 0.8, -14[20 µM]
COc1ccc(NC(C)C(=O)N/N=C/c2cc(Br)ccc2OC)cc1 (centres undefined)
  nt, -16, 22, 3, 0.3, -1, -2, 0.1, -19
CCOn1c(=O)c(=O)n(O)c2ccccc21
  -1.8, -15, 19, -10, -1.4, -8, 3, 0.8, -4
COc1cc(/C=N/NC(N)=S)ccc1OCc1ccc(C)cc1
  -0.39, -1, 24, -8, -1.6, -2, 0, -2.0, -3
CCN(CC(=O)Nc1ccc(OC)cc1)C(=O)c1ccc([N+](=O)[O-])cc1
  0.06, 0, 22, -3, 0.2, -7, -16, 1.1, -28
COc1ccccc1C1=NC(c2ccc(C)cc2)N=C1C (centres undefined)
  -0.49, -1, -7, -2, -1.2, 24, -4, -2.0, -6
COC(=O)Cc1cc(=O)n2[nH]c(C(F)(F)F)nc2n1
  -0.53, 1, 9, -1, 0.6, -15, -11, 1.7, -7[20 µM]
Cc1ccc(CNC(=O)CCNS(=O)(=O)c2ccc3c(c2)c(=O)n(C)c(=O)n3C)cc1
  nt, -7, 8, -8, 1.9, 19, -11, -1.1, -13
Cc1c(NC(=O)c2c(F)c(F)c(F)c(F)c2F)c(=O)n(-c2ccccc2)n1C
  2.4, 2, 6, 2, 0.8, -16, -26, -1.3, -25[20 µM]
Cc1cc(NC(=O)Cn2nc([N+](=O)[O-])c(Br)c2C)no1
  -0.45, -1, -1, -4, 0.4, -5, -1, -1.2, -25
CC1SCC(NC(=O)c2cccc(Cl)c2)CS1 (centres undefined)
  -1.4, -11, 7, -1, 0.7, 14, -21, -1.2, -19
O=C(NN1C(=O)C2C(C1=O)C1C=CC2C12CC2)c1ccccc1 (centres undefined)
  0.68, -2, 1, -3, 0.9, 27, -3, 2.0, -19
Cc1ccc(SCCC(=O)OCn2nnc3ccccc3c2=O)cc1
  1.4, 1, 11, -29, 0.9, 4, -5, -1.3, -25
CCC(=O)N1CCc2cc(Br)cc(S(=O)(=O)NCCN3CCCCC3CC)c21 (centres undefined)
  0.081, 1, 14, 6, 0.4, -22, -19, -1.2, -7
CC(=O)/C=C/n1c(=S)oc2ccccc21
  0.88, 15, 31, 5, 1.1, 11, -11, 1.7, -13
COC(=O)C1=C(C)Nc2c(c(=O)n(C)c(=O)n2C)C1c1cccs1 (centres undefined)
  nt, -18, -6, 3, -0.8, -25, -20, -0.5, -1
COc1cccc(CN(C)CC(=O)Nc2cccc(S(N)(=O)=O)c2)c1OC
  -0.29, 26, 17, -10, -0.3, 28, -14, -1.9, -4
CC(=O)c1c(C(C)=O)c(C)n(NC(=O)c2cccnc2)c1C
  0.91, 16, 17, 3, 0.2, -12, -30, 1.0, -11
CC1Cc2ccccc2N1C(=O)COc1ccc2c(c1)OCO2 (centres undefined)
  -2.8, 12, -4, -5, 0.1, 25, -7, -1.4, -3
CC(C)N1C2OC(C3OC4C(O3)N(C(C)C)S(=O)(=O)N4C(C)C)OC2N(C(C)C)S1(=O)=O (centres undefined)
  nt, 2, 22, 1, -0.6, -29, -27, -0.6, -21[20 µM]
Cc1ccccc1/C=C/c1nc2ccccc2c(=O)n1Cc1ccccc1
  -1.8, -6, 20, -8, -0.3, 29, -5, 0.3, -12
CC(=O)N(c1ccccc1)C(C)c1nc(C#N)c(C#N)nc1C (centres undefined)
  nt, -2, -2, 3, 0.3, 11, -2, -0.8, -16
COc1ccccc1Nc1nc(-c2sc(NC(=O)c3ccco3)nc2C)cs1
  -0.26, -18, 0, 5, 0.7, -38, -16, -0.3, -9[20 µM]
Cc1cccc(C(=O)NC2CCN(C(=O)N3CCOCC3)CC2)c1
  -0.33, 1, 5, 1, 0.9, 7, -7, -0.1, -13[20 µM]
Cc1nc2sc(C)c(C)c2c(=O)[nH]1
  0.24, 2, 8, 1, 0.8, -17, -8, -0.8, -23
O=C(O)c1ccc(N/N=C/C2=C(N3CCOCC3)C(=C\c3ccccc3)/CC2)cc1
  0.052, -23, -1, 0, 1.0, 17, -11, 1.1, 1
CCN(CC)c1ccc2cc(C(=O)NNC(=O)c3ccc(S(=O)(=O)N4CCCCC4)cc3)c(=O)oc2c1
  i, 9, 3, -6, -0.1, -116, 174*, 0.4, -7
CCCCNC(=O)C1CCN(S(=O)(=O)c2c(C)noc2/C=C\c2ccc(OC)cc2)CC1
  0.87, -14, 5, -3, -0.2, -47, -4, 1.4, -5
CCOc1ccc(OCC)c(N=c2oc3c(C)ncc(CO)c3cc2C(N)=O)c1
  nt, -10, 6, 4, 0.9, -47, 1, 0.8, -15
Cc1cccc(C(=O)NNC(=O)/C=C/C(=O)O)c1
  -0.11, -3, 26, 12, 0.4, 3, 0, -0.4, -6
CN(CCC#N)C(=O)COC(=O)c1cccnc1Nc1ccccc1F
  0.18, -7, -1, -26, 0.6, -1, -18, 1.4, -26
CC1(C(=O)NCc2ccccn2)C=CCN1C(=O)c1ccccc1 (centres undefined)
  1.1, 0, -6, 5, 0.4, 8, -9, 0.3, -21
CCc1cc(C(c2ccc(OC)c(OC)c2)N2CCOCC2)c(NC(=O)c2ccccc2)s1 (centres undefined)
  -1.3, -8, -12, -8, -0.4, -9, 12, -0.9, -1
Cc1ccc2c(n1)sc1c(-c3ccccc3)c(C#N)c(N)nc12
  -0.14, -9, 35, 0, 1.3, -250, -11, -0.3, -22
CCn1c(=O)cc(SCC(=O)Nc2ccc(C)cn2)c2ccccc21
  -0.35, -25, 22, 3, -0.6, 20, -2, -1.3, -11
CC(C)c1nn2c(=O)cc(O)nc2s1
  1.4, 25, 7, -9, 0.6, -5, 1, -1.0, -31
Cc1ccc(NC(=O)NNC(=O)Cn2nc(-c3ccccc3)c(-c3ccccc3)c(C#N)c2=O)cc1
  0.58, -10, 0, 5, -0.6, -200, -19, -0.1, -17[20 µM]
Nc1nnc(-c2ccccc2Cl)s1
  0.36, 2, 34, -5, -0.1, 19, -3, 0.7, 2
Cc1cc(C)nc(N2CCC(C(=O)NCc3ccco3)CC2)n1
  0.62, 2, 4, -4, 0.2, -39, -6, 1.3, -4
O=C(NCCCN1CCOCC1)C(=O)NCc1ccccc1
  -0.0011, 4, 6, -2, 0.6, 20, -5, -0.1, -8

Compound profiles (already shown):
`Cc1ccc2c(n1)sc1c(-c3ccccc3)c(C#N)c(N)nc12` as listed: Cl transport mod: -0.14; Tb hexokinase: -9; PPC-1+TRAIL kill: 35; thrombin 1536: 0; TRPML3 agonist: 1.3; Calpain2 inh: -250; EBV gp42 block: -11; zfTRPN1 agonist: -0.3; Furin inhibitor: -22
`CCCCNC(=O)C1CCN(S(=O)(=O)c2c(C)noc2/C=C\c2ccc(OC)cc2)CC1` as listed: Cl transport mod: 0.87; Tb hexokinase: -14; PPC-1+TRAIL kill: 5; thrombin 1536: -3; TRPML3 agonist: -0.2; Calpain2 inh: -47; EBV gp42 block: -4; zfTRPN1 agonist: 1.4; Furin inhibitor: -5

(more compounds)
The line under a structure holds: Cl transport mod, Tb hexokinase, PPC-1+TRAIL kill, thrombin 1536, TRPML3 agonist, Calpain2 inh, EBV gp42 block, zfTRPN1 agonist, Furin inhibitor
c1ccc(CN2CCOCCOCCOCC2)cc1
  1.5, -5, 14, 1, 0.3, 21, -7, 1.3, -20
C=CCn1c(C(C)NC(=O)COC)nc2ccccc21 (centres undefined)
  -0.19, -5, -16, 0, 0.0, -13, -17, -0.9, -27
CCn1cc(C(=O)NCc2ccccc2OC)c(=O)c2cc(S(=O)(=O)N(C)C)ccc21
  0.45, -13, 9, 9, -0.2, -21, 4, 1.4, -13
Fc1ccc(OCc2nn3cnnc3s2)cc1
  -1, -6, -9, -7, 0.7, -26, -8, -1.4, -25
Cc1cc(C)nc(N2N=C(c3ccccc3)CC2=O)n1
  0.011, -4, 5, -9, 0.7, 15, -4, 0.1, -15
CN1C(=O)c2ccc(C(=O)NCc3ccc4c(c3)OCO4)cc2C1=O
  0.026, -2, 11, 1, 0.1, 48, -15, 2.0, -29
